RBX1-CUL1 inh: human ROC1-CUL1 E3 ligase inhibition. in vitro K48 di-Ub FRET, acceptor:donor ratio, 45 min. 140,000 tested, 0.6% active. AID 1347404. inhibition, % at 10 µM. P62877+Q13616; in the data active = inhibition above about 25%
Target sequence (P62877 whole entry, looked up): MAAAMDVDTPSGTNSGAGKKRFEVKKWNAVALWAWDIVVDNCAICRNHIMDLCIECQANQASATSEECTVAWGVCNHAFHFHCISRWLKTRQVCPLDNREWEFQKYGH
Target sequence (Q13616 whole entry, looked up): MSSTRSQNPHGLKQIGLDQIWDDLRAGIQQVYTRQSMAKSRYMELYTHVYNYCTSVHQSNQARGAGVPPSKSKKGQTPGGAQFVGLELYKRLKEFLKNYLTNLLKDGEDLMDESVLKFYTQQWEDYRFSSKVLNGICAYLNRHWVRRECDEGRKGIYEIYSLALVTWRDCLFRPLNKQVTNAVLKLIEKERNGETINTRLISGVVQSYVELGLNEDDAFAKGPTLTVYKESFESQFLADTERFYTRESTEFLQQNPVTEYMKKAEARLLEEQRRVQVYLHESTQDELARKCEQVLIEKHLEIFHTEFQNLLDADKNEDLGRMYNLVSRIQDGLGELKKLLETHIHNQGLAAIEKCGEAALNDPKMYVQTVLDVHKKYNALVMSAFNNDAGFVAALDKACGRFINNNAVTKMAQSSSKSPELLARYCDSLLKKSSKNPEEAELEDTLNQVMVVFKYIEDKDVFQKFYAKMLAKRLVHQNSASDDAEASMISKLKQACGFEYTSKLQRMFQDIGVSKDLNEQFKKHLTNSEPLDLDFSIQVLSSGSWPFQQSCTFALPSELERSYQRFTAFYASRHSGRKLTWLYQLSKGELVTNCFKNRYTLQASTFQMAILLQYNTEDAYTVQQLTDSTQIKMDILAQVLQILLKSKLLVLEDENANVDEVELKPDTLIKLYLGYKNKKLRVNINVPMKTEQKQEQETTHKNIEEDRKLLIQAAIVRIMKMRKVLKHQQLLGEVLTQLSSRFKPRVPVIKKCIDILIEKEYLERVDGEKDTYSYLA
Numbers without * were called inactive. These rows are one share of the data; the hit share may differ from the screen's.

Start of the data: the first six records (preview)
SMILES	RBX1-CUL1 inh
Nc1nc(CN2CCN(c3ccc(F)cc3)CC2)nc(N2CCCCC2)n1	12
N#CC1C(=N)Oc2cc(O)c(C=Nc3ccc(Cl)c(Cl)c3)cc2C1c1cccc(I)c1 (stereo unspecified)	1
CN1CCC(N2CCCC(NC(=O)COc3ncnc4ccccc34)C2)CC1 (stereo unspecified)	0
COc1ccccc1CNC(=O)c1oc2c(c1C)-c1nn(Cc3ccc(Cl)cc3)cc1CC2	0
O=C(CC1c2ccccc2Oc2ccccc21)NCC1CCCO1 (stereo unspecified)	5
CCCN(CCC)CCNC(=O)CN1C(=O)COc2ccc(S(=O)(=O)N3CCC(C)CC3)cc21	4

The listing (from the top)
SMILES	RBX1-CUL1 inh
Nc1nc(CN2CCN(c3ccc(F)cc3)CC2)nc(N2CCCCC2)n1	12
N#CC1C(=N)Oc2cc(O)c(C=Nc3ccc(Cl)c(Cl)c3)cc2C1c1cccc(I)c1 (stereo unspecified)	1
CN1CCC(N2CCCC(NC(=O)COc3ncnc4ccccc34)C2)CC1 (stereo unspecified)	0
COc1ccccc1CNC(=O)c1oc2c(c1C)-c1nn(Cc3ccc(Cl)cc3)cc1CC2	0
O=C(CC1c2ccccc2Oc2ccccc21)NCC1CCCO1 (stereo unspecified)	5
CCCN(CCC)CCNC(=O)CN1C(=O)COc2ccc(S(=O)(=O)N3CCC(C)CC3)cc21	4
CCCc1c(C)nc(N2CCN(c3ccc(Cl)cc3)CC2)[nH]c1=O	5
C=CCN1C(=O)C(=O)C(C(=O)c2ccccc2)C1c1ccc(OC)cc1 (stereo unspecified)	8
CC1=C(C(=O)N2CCN(c3ccccc3)CC2)C2(CCCCC2)OC1=O	8
Cc1oc(-c2ccccc2NC(=O)c2ccsc2)nc1CN(C)Cc1nc2ccccc2n1C	4
COc1ccccc1NC(=O)Cc1noc2ccc(C)cc12	5
COc1ccc2c(c1)cc1n2CCN2CCN=C12	-8
Clc1ccc(-c2cn3c(n2)sc2ccccc23)c(Cl)c1	6
Cc1ccc(CNC(=O)C(=O)NCC(c2cccs2)S(=O)(=O)c2cccs2)cc1 (stereo unspecified)	-2
O=C(NCC1CCCO1)c1ccc(S(=O)(=O)N2CCOCC2)cc1 (stereo unspecified)	3
CCC(=O)C1CCCN(Cc2cnc(S(=O)(=O)CC)n2CCc2ccccc2)C1 (stereo unspecified)	-1
Cc1ccc(-c2nc3ccccn3c2Nc2ccc3c(c2)OCCO3)o1	5
COc1ccc(-c2[nH]ncc2/C=C(/C#N)C(=O)NCc2ccco2)cc1	-6
COc1cc(C=Nc2ncn[nH]2)ccc1OCc1ccccc1	5
O=c1c(-c2nc(-c3ccccc3)c(-c3ccccc3)[nH]2)coc2ccc(Br)cc12	-6
CN(C)/C=C(\C(=O)c1ccc(C(F)(F)F)cc1)c1nnnn1-c1ccccc1	8
COc1ccc2c(c1)Cc1sc(NC(=O)c3cccc(C)c3)nc1-2	19
CC(=O)c1ccc(NC(=O)c2cc(Br)c(C)c(C)c2C)cc1	-1
COc1cc(NC(=O)CN2C(=O)c3ccccc3Sc3ccc(C(=O)N4CCCC4)cc32)cc(OC)c1	-5
O=C(NS(=O)(=O)c1cnccc1Sc1cc(Cl)cc(Cl)c1)c1ccc(Cl)cc1	5

Gathered by group, those above containing a thiophene ring, fused or not
SMILES	RBX1-CUL1 inh
Cc1oc(-c2ccccc2NC(=O)c2ccsc2)nc1CN(C)Cc1nc2ccccc2n1C	4
Cc1ccc(CNC(=O)C(=O)NCC(c2cccs2)S(=O)(=O)c2cccs2)cc1 (stereo unspecified)	-2

An excerpt of these results, in markdown:
| Structure | RBX1-CUL1 inh |
| --- | --- |
| Clc1ccc(-c2cn3c(n2)sc2ccccc23)c(Cl)c1 | 6 |
| COc1cc(C=Nc2ncn[nH]2)ccc1OCc1ccccc1 | 5 |
| COc1ccccc1NC(=O)Cc1noc2ccc(C)cc12 | 5 |
| O=C(CC1c2ccccc2Oc2ccccc21)NCC1CCCO1 (stereo unspecified) | 5 |

Structures above that have a cyano group (2):
SMILES	RBX1-CUL1 inh
N#CC1C(=N)Oc2cc(O)c(C=Nc3ccc(Cl)c(Cl)c3)cc2C1c1cccc(I)c1 (stereo unspecified)	1
COc1ccc(-c2[nH]ncc2/C=C(/C#N)C(=O)NCc2ccco2)cc1	-6

(listing goes on)
SMILES	RBX1-CUL1 inh
O=C(NC1CCCC1)C1CC(=O)N(c2ccccc2F)C1 (stereo unspecified)	9
COCc1cc(C)nc2c1C(=O)NC(c1ccc(C)cc1)N2Cc1ccccc1 (stereo unspecified)	1
O=c1c2cc3c(cc2n(Cc2cccc(F)c2)c(=O)n1Cc1nc(-c2ccccc2)no1)OCO3	4
CCc1nccn1S(=O)(=O)c1cc(Br)ccc1Br	9
O=C(NCCc1ccc(Cl)cc1)c1cc(-c2ccc(Cl)cc2)n[nH]1	1
Cc1cc(Cl)ccc1NC(=O)CN1CCN(CCN=CC2C(=O)CC(C)(C)CC2=O)CC1	3
Cc1nnc(SCC(=O)Nc2cc(Cl)ccc2Cl)n1CC1CCCO1 (stereo unspecified)	-2
O=C(O)c1cc([N+](=O)[O-])ccc1Sc1ccccc1	-1
O=C(COC(=O)c1ccccc1F)c1ccc(OC(=O)c2ccco2)cc1	-8
O=C(Cn1cccn1)N1CCCC(CCc2c(F)cccc2F)C1 (stereo unspecified)	-1
CCNc1nc(NCC)nc(SCC(N)=O)n1	-3
COc1ccccc1N1CCN(C(=O)Nc2ccccc2F)CC1	-8
CCn1c(SCC(=O)Nc2ccc(F)cc2)nnc1C(C)Oc1ccccc1 (stereo unspecified)	6
CCOc1ccc(NCc2cccn2-c2nnc(N3CCC(C(=O)NCCc4ccc(OCC)c(OCC)c4)CC3)s2)cc1	3
O=C1CCCC(c2ccccc2)N1 (stereo unspecified)	4
CCS(=O)(=O)N(C)c1ccc(C(=O)N2CC(=O)Nc3ccccc32)cc1	-8
COc1ccc(C(=O)c2cn(CC(=O)Nc3cc(C)ccc3C)c3nc(C)ccc3c2=O)cc1	5
O=C(N[C@@H]1C[C@@H](CO)OC1=O)OCc1ccccc1	-16
Cc1ccccc1Oc1ncccc1CNC(=O)CCC(=O)N(C)C	-3
COc1ccc(C2C(C(=O)c3ccccc3)C(=O)C(=O)N2CC2CCCO2)cc1 (stereo unspecified)	-7
Cc1cccc(Cl)c1NC(=O)C1CC(=O)N(c2ccc(Br)cc2)C1 (stereo unspecified)	-1
COc1ccc(C(=O)OC(C)CN2CCOCC2)cc1OC (stereo unspecified)	8
Cc1ccc(NC(=O)c2ccc(S(=O)(=O)N3CCOCC3)cc2)cc1C	6
O=C(Nc1ccccc1)N1CCC(n2cc(CN3CCC[C@@H]3CO)nn2)CC1	7
CCCOc1ccc(N2C(=O)CC(SCC(=O)Nc3ccc(Br)cc3)C2=O)cc1 (stereo unspecified)	7
Further compounds follow:
SMILES	RBX1-CUL1 inh
O=S(=O)(NCCc1csc2nc(-c3ccccc3)nn12)c1ccc(Oc2ccccc2)cc1	-5
O=C(NCc1cnc(-c2ccccc2)s1)c1cn(CC2CCCO2)nn1 (stereo unspecified)	-6
Cc1ccc(C(=O)Nc2cc(-c3cccc(C)c3)[nH]n2)cc1	-2
COc1cc(C2Nc3c(ccc4ccccc34)C3=C2C(=O)CC(C)(C)C3)ccc1O (stereo unspecified)	7
COc1ccc(C(=O)Nc2ccccc2-c2nc(-c3ccc(OC)cc3)no2)cc1	-10
O=C(CCC(=O)N1CC2CCCN2c2ccccc21)NCc1ccccc1 (stereo unspecified)	-4
C=CCOc1ccc(CNc2ccc(Br)cc2)cc1OCC	0
CCOC(=O)c1c(C)n(C)c2cc(Br)c(OC(C)=O)c(N(C)C(=O)OCC)c12	6
Cc1ccc(-c2cc(-c3c(-c4ccccc4)c4cc(Cl)ccc4[nH]c3=O)nc3ccccc23)cc1	3
CCOc1ccc(NC(=O)CCSc2nc(-c3ccc4c(c3)OCO4)cc(C(F)(F)F)n2)cc1	3
Cc1cc(-c2ccccc2)nn1C(=O)CCc1ccccc1	-3
Cc1ccc(Cn2ccnc2SCC(=O)Nc2ccc3c(c2)OCO3)cc1	13
Cc1ccc(OCCSc2nc3c([nH]2)c(N)nc[n+]3Cc2ccccc2)cc1	-1
COc1cc(CN2CC[C@@H](N3CCN(c4ccccn4)CC3)[C@H](O)C2)cc2c1OCO2	12
COc1cc(C2c3c(oc4cc(C)c(C)cc4c3=O)C(=O)N2CCCN2CCOCC2)ccc1O (stereo unspecified)	3
CCC(=O)N1c2ccc(S(=O)(=O)CCC(=O)Nc3ccc(OC)cc3OC)cc2CC1C (stereo unspecified)	-1
O=C(NC(=S)Nc1ccc(CN2CCOCC2)cc1)c1ccc2ccccc2c1	14
COCc1noc(-c2ccc(N(C)Cc3ccccc3)nc2)n1	6
Cc1c(C(=O)Nc2ccccc2F)cnn1-c1ccccc1	3
COc1cccc(C(=O)c2c(N)c(-c3nc(-c4ccccc4)cs3)c3ccccn23)c1	4
CCc1cccc(NC(=O)c2cn3c4c(ccc(Cl)c4c2=O)OC(C)C3)c1 (stereo unspecified)	-3
CCOc1ccccc1CN1CCOc2ccc(CN3CCC(Oc4cccnc4)CC3)cc2C1	1
COC(=O)Nc1nc(Sc2ncc(C(F)(F)F)cc2Cl)n[nH]1	4
CCOC(=O)c1c(C)nc2sc3c(=O)n(-c4ccccc4)nnc3c2c1-c1ccc(OC)cc1	3
COc1cccc(C(=O)N2CC(=O)Nc3ccc(C)cc3C2c2ccc(F)cc2)c1OC (stereo unspecified)	-4
More entries.
SMILES	RBX1-CUL1 inh
Cc1ccsc1CNCCCN(C)C	15
CCc1ccc(C2c3c(n[nH]c3-c3cc(OC)c(OC)c(OC)c3)OC(=N)C2C#N)cc1 (stereo unspecified)	-9
CCN(Cc1cnn(C)c1)C(=O)c1coc(COc2cccc(C(F)(F)F)c2)n1	7
Cc1onc(-c2ccccc2)c1C(=O)N1CCCC1c1ccc(C(N)=O)s1 (stereo unspecified)	-6
CCCOc1ccc(-c2cccc(NS(=O)(=O)c3ccc(CC)cc3)c2)nn1	1
O=C(CNS(=O)(=O)c1cccs1)N1CCN(c2ccccc2Cl)CC1	-14
C=CCN(Cc1cc(OC)ccc1OC)C(=O)Nc1cccc(Cl)c1	4
CC(C)c1ccc(NC(=O)CSc2nc3ccc(NC(=O)Cc4cccc5ccccc45)cc3s2)cc1	-1
Cc1ccc(-n2nnc(C(=O)Nc3c(C)cccc3C)c2C)cc1C	-5
Cc1ccc(-c2ccccc2)n1-c1ccc(C(=O)N/N=C\c2ccc(N3CCOCC3)o2)cc1	-10
CN(C)C1(C(=O)N2CCCC2c2nccs2)Cc2ccccc2C1 (stereo unspecified)	9
CCOC(=O)c1c(NC(=O)CS(=O)(=O)c2ccc(Cl)cc2)sc2c1CCCC2	2
COC(c1ccc2c(c1)CN(C(=O)CN1C(=O)CSC1=O)CCO2)C1CCCCC1 (stereo unspecified)	4
CCOc1ccccc1[C@@H]1C[C@H]2CN(C3Cc4ccccc4C3)C(=O)[C@]23CCCN13	3
COc1ccc(-c2cc3nc(-c4ccc(C)cc4)cc(C(F)(F)F)n3n2)cc1	1
Cc1cc(Cl)nc(Cl)c1NC(=O)Nc1ccccc1	-1
CN1C(=O)C(S(=O)CCO)C(=O)c2ccccc21 (stereo unspecified)	-1
CCCCOc1ccc(C(=O)N2CCN(CCc3ccncc3)CC2)cc1	8
O=[N+]([O-])c1ccccc1N/N=C/c1ccc(Br)s1	-10
Cc1oc(-c2ccc(NC(=O)Cc3ccccc3)cc2)nc1CNC(=O)CCC(C)C	-1
Cn1c(=O)c(=O)n(C)c2cc(NC(=O)CN3CCCCC3)ccc21	14
Cc1ccccc1-c1cnnc(NCCc2ccccc2Cl)n1	-7
O=C(c1cccc(OCCOc2ccccc2)c1)N1CCCCC1	-3
c1ccc(COc2ccccc2CNC2CCCC2)cc1	-5
Cn1c(=O)c2c(-c3ccccc3)n(C(C)(C)C)cc2n(C)c1=O	10
The list goes on.
SMILES	RBX1-CUL1 inh
COc1ccc(N2CCN(C(=O)c3nn(-c4ccc(C)cc4)c(=O)n(C)c3=O)CC2)cc1	-3
Cn1c(=O)oc2cc(S(=O)(=O)NCCC(=O)Nc3ccc(F)c(Cl)c3)ccc21	2
CC1(C)C/C(=N/O)c2ccoc2C1	-2
CCOc1ccc(/C=C/C(=O)Nc2ccc3c(c2)OCO3)cc1OC	7
CNC(C#N)Cc1ccc(OC)c(OC)c1 (stereo unspecified)	6
O=C(CC1NC2CCCCC2NC1=O)Nc1cc(Cl)ccc1Cl (stereo unspecified)	-11
CCn1c2c(c(=O)n3ncc(C(=O)N4CCN(c5ccccc5)CC4)c13)CN(Cc1ccc(OC)cc1)CC2	6
COc1ccccc1CN1CCNC(=O)C1CC(=O)NCCSC (stereo unspecified)	1
C=CCOc1ccccc1NC(=O)C1CCCCC1	-10
COc1ccc(OC)c(NC(=O)c2ccc(CSc3nnc(NC(=O)CCc4ccccc4)s3)cc2)c1	3
O=C(Oc1cccc2ccccc12)C1CC1	6
COc1ccc(CCNC(=O)c2ccc3c(c2)CCN3S(=O)(=O)c2ccccc2)cc1OC	1
CCOc1ccc(C(c2c(C)[nH]n(-c3ccccc3)c2=O)c2c(C)[nH]n(-c3ccccc3)c2=O)cc1OC	8
COc1ccc(-c2ccc(CCC(=O)O)n2NC(N)=O)cc1	-4
O=C(NCCN1CCN(c2ccccc2F)CC1)C1COc2ccccc2C1 (stereo unspecified)	2
CCc1cc2c(=O)n(-c3ccc(Cl)cc3)c(SCC(=O)Nc3ccc(OC)cc3)nc2s1	-1
CCN(CC)C(=O)C1=CC(c2ccc3c(c2)OCO3)=NS(=O)(=O)N1C	-6
CCc1cc2c(=O)n(-c3ccc(Cl)cc3)c(SCC(=O)Nc3ccccc3)nc2s1	0
CC(C)CCNC(=O)[C@@H](c1ccccc1)N1Cc2ccccc2C1=O	7
O=C(COc1ccccc1-c1ccccc1)N=Nc1c(O)n(Cc2ccccc2)c2ccccc12	2
Cc1c(C)n2c3c(=O)n(CC(C)C)c(=O)n(C)c3nc2n1CCO	-4
Fc1ccccc1CN1CCCC(NCc2cccn2-c2nccs2)C1 (stereo unspecified)	4
